Assay outcomes (PubChem BioAssay)
Spn DPM-DC inh: blocks S. pneumoniae diphosphomevalonate decarboxylase; purified DPM-DC, PK/LDH coupled NADH fluorescence; 65,000 tested, 0.49% active; AID 556; calls only at 10 µM;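 active = the 320 compounds with the highest percent inhibition in the single-dose primary screen, excluding strongly autofluorescent ones, cut at about 32% in these data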;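 also: kinetic rate of NADH fluorescence loss reporting ADP formed by the decarboxylase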
MK inhibit: inhibitors of Streptococcus pneumoniae mevalonate kinase | purified MK, PK/LDH-coupled NADH absorbance 340 nm | 65,000 tested, 0.48% active | inhibition, % at 10 µM | AID 555;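 active = ranked among the strongest by inhibition in the single 10 µM screen, a fixed top-ranked set picked for dose follow-up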; also: no value below 0 was filed
Bfl-1 displacement: Bfl-1 inhibitors, primary screen, biochemical, fluorescence polarization, FITC-Bid, mouse (AID 432); 64,000 tested, 0.02% active; displacement, % at 20 µM; hits with a dose series show IC50 in µM; FITC-Bid BH3 peptide fluorescence polarization displacement; higher % means a stronger effect; in the data active = a potency from the dose series; inactive = the rest, 99 in 100 with displacement below about 15%; also: strong numbers were not always called active
Alkaline phosphatase: inhibition of tissue-nonspecific alkaline phosphatase – biochemical, luminescent (AID 518) | purified TNAP enzyme, luminescent substrate readout; higher % means a stronger effect | one-dose inhibition, % at 20 µM; IC50 in µM for titrated hits | 64,000 tested, 0.09% active; in the data active = a potency from the dose series; inactive = the rest, 99 in 100 with inhibition below about 22%;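 also: plate controls were vehicle for no effect and reference inhibitor for full effect; many of its hits are not listed in these tables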
HT1080 viability: HT1080 cell viability loss – fluorescence readout (AID 620); HT1080 viability, fluorescence; higher % means a stronger effect; 87,000 tested, 0.42% active; cytotoxicity, % at 10 µM, or EC50 in µM where a hit was titrated;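 also: cells exposed to compound overnight then 4 h with Alamar Blue; 0% = vehicle DMSO and 100% = killing control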
KRASV12 cytotoxicity: viability loss of HPDE-C7K cells – cell-based, fluorescence, HTS, primary screen (AID 431); 63,000 tested, 1.7% active; HPDE-C7K KRASV12 cells, Alamar Blue viability, 48 h; higher % means a stronger effect; cytotoxicity, % at 10 µM; hits with a dose series show EC50 in µM;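 active = compounds whose percent cytotoxicity in the single-dose primary screen, scaled between solvent and toxic-drug controls, exceeds 50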;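 also: 0% = DMSO solvent wells and 100% = doxorubicin-treated wells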
HPDE-C7 viability: cytotoxicity in HPDE-C7 cells, cell-based, fluorescence, HTS (AID 430). 63,000 tested, 1.8% active. cytotoxicity, % at 10 µM, or EC50 in µM where a hit was titrated. HPDE-C7 pancreatic duct cells viability, fluorescence; higher % means a stronger effect;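 also: cells exposed to compound for 48 hours before viability readout; 0% = vehicle and 100% = reference cytotoxic drug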
LYP inhibition: inhibition of human PTPN22 tyrosine phosphatase – biochemical, DiFMUP fluorescence, recombinant catalytic domain, 10 µM, primary screen (AID 606); recombinant LYP catalytic domain, DiFMUP fluorescence; higher % means a stronger effect; one-dose inhibition, % at 10 µM; IC50 in µM for titrated hits; 52,000 tested, under 10 active;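 active = IC50 under 40 µM in the dose-response test; inactive = IC50 of 40 µM or more, or never dose-tested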
PMK inhibit: blocks S. pneumoniae phosphomevalonate kinase; purified PMK, PK/LDH-coupled NADH absorbance 340 nm; inhibition, % at 10 µM; 65,000 tested, 0.49% active; AID 539;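 active = top-ranked compounds by inhibition in the single 10 µM screen, taking a fixed number of the strongest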;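 also: 0% = full reaction with DMSO carrier and 100% = background rate without enzyme reaction; no value below 0 was filed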
PMK inhibit pilot replicates: further read-out of PMK inhibit, marked with its call; inhibition, %; measured here: pilot screen replicates
MK inhibit pilot replicates: recorded beside MK inhibit, whose call it bears; inhibition, %; measured here: pilot screen replicates
Spn DPM-DC inh pilot screen %: second read-out of Spn DPM-DC inh, no call of its own (marks repeat the call); inhibition, %; measured here: pilot screen trials
* marks the source's active call; other numbers are inactive results; i = inactive; · = no result given; + = active, no number. Rule as the data show it, unless noted: active = cytotoxicity above about 50%; inactive = the rest.

SMILES | Spn DPM-DC inh | MK inhibit | Bfl-1 displacement | Alkaline phosphatase | HT1080 viability | KRASV12 cytotoxicity | HPDE-C7 viability | LYP inhibition | PMK inhibit | others
COc1cc2c(cc1NC(=O)CSc1nnnn1-c1ccccc1)oc1ccccc12 | i | 6 | -24% | -5% | -4% | -30% | -22% | 1% | 5
Cc1ccc(-n2ncc3c(=O)n(CC(=O)NCc4ccco4)cnc32)cc1C | i | 5 | 1% | 8% | 1% | 1% | 5% | 2% | 9
COc1ccccc1NC(=O)N(Cc1cc2cc(OC)c(OC)cc2[nH]c1=O)CC1CCCO1 (stereo not drawn) | i | 0 | -8% | -4% | 14% | 13% | 10% | 12% | 8
CCN(CCCNC(=O)Cn1ncc2c(=O)oc3ccccc3c21)c1cccc(C)c1 | i | 11 | -5% | 7% | 0% | 48% | 55%* | 4% | 6
Cc1nc(C)c2c(c1C(F)(F)F)-c1ccccc1C2(F)F | i | 4 | -3% | 10% | 0% | 0% | -1% | -5% | 7 | PMK inhibit pilot replicates=2.5;MK inhibit pilot replicates=1.0;Spn DPM-DC inh pilot screen %=1.5
Cc1nc2ccc(S(=O)(=O)NCC(=O)O)cc2s1 | i | 6 | 2% | 6% | -4% | -6% | -4% | 7% | 16 | PMK inhibit pilot replicates=2.0;MK inhibit pilot replicates=5.0;Spn DPM-DC inh pilot screen %=5.5
O=C(CSCC(=O)NC1CC1)Nc1ccccc1 | i | 0 | 5% | 3% | 13% | · | · | · | 0
O=C(NCCc1ccncc1)c1ccccc1F | i | 2 | -2% | 10% | 0% | 10% | 3% | 5% | 1
CCOC(=O)CN1CC23C=CC(O2)C(C(=O)Nc2ccc(F)cc2)C3C1=O (stereo not drawn) | i | 3 | -1% | 6% | · | 6% | -5% | · | 17
COc1ccccc1CNC(=O)c1cc2c(s1)CS(=O)(=O)C2 | i | 1 | -3% | 6% | 7% | -13% | -18% | -5% | 12
COC(=O)c1ccc(C(c2c(N)n(CC(C)C)c(=O)[nH]c2=O)N2CCN(c3ccccc3)CC2)cc1 (stereo not drawn) | i | 5 | · | · | 14% | · | · | 0% | 16
O=C(NCCCN1CCc2ccccc2C1)C1CCN(S(=O)(=O)N2CCCC2)CC1 | i | 0 | 3% | 0% | 6% | -8% | -9% | · | 24
O=C(O)C1CCCCC1C(=O)NC1CCCCC1 (stereo not drawn) | i | 8 | 0% | 10% | 2% | -4% | -2% | 3% | 0
Cc1cccc2cc(CN(CC3CCCO3)S(=O)(=O)c3ccccc3)c3nnnn3c12 (stereo not drawn) | i | 5 | -5% | 8% | 7% | 3% | 5% | 1% | 12
COc1ccc(S(=O)(=O)N2CCC(C(=O)Nc3cccc(C(C)=O)c3)CC2)cc1C | i | 4 | 1% | 6% | -3% | -8% | -1% | 13% | 9
CCc1ccc2[nH]c(=O)c(C(c3nnnn3Cc3ccccc3)N3CCOCC3)cc2c1 (stereo not drawn) | i | 7 | 1% | 12% | 3% | 2% | -6% | -3% | 16
CCn1ncc2c(OCc3ccc(C#N)cc3)cc(C)nc21 | i | 3 | 6% | 0% | 9% | -9% | -18% | 6% | 0
CCOC(=O)Cn1c(CN2CCOCC2)nc2c1c(=O)[nH]c(=O)n2C | i | 4 | 18% | 8% | -8% | -2% | 2% | -1% | 0 | PMK inhibit pilot replicates=3.5;MK inhibit pilot replicates=0.0;Spn DPM-DC inh pilot screen %=4.0
COc1ccc(C2C=C(c3ccc(C)cc3)Nc3ncnn32)cc1 (stereo not drawn) | · | 2 | 1% | 12% | 14% | -16% | -12% | · | 7
CCC(C)N(C(=O)Cn1nnc2ccccc21)C(C(=O)NCc1ccco1)c1cccc(OC)c1 (stereo not drawn) | i | 0 | -3% | 5% | 0% | 2% | -10% | · | 21
CCCN1CC=C2C(C#N)=C(N)C(C#N)(C#N)C(c3cc(OC)ccc3OC)C2C1 (stereo not drawn) | i | 4 | 11% | -1% | 3% | 10% | 4% | · | 3
Nc1sc2c(c1C(=O)NC1CCS(=O)(=O)C1)CCCC2 (stereo not drawn) | i | 7 | -2% | 8% | -4% | -2% | -5% | -2% | 10
CC(C)N(Cc1nc(-c2ccccc2)no1)S(=O)(=O)c1ccccc1 | i | 0 | -3% | 5% | -4% | -13% | 2% | 2% | 4
O=C(CN1CCOCC1)Nc1cc(Cl)ccc1Cl | i | 6 | 12% | 3% | 0% | 3% | -6% | 0% | 1
Cc1noc(C)c1CSc1nnnn1-c1ccc(Cl)cc1 | i | 6 | -5% | 1% | -15% | 3% | 8% | -10% | 0
CCn1cc(C(=O)Nn2cnnc2)c(=O)c2ccc(C)nc21 | i | 0 | -7% | 12% | 0% | -1% | 0% | 4% | 13
COCCOC(=O)c1c(C)oc2ccc(NS(=O)(=O)c3ccc(F)cc3)cc12 | + | 10 | -4% | 4% | 0% | -2% | -10% | · | 0 | PMK inhibit pilot replicates=0.5;MK inhibit pilot replicates=1.0;Spn DPM-DC inh pilot screen %=1.5*
CCN(CCCNC(=O)CCNC(=O)Cn1cnc2ccccc2c1=O)c1ccccc1 | i | · | 2% | 4% | 1% | -2% | -2% | 11% | 1
CCOC(=O)c1c(NC(=O)CCN2CCOCC2)sc2c1CC(C)(C)OC2 | i | 0 | -2% | 17% | 7% | 9% | 1% | 3% | 0
CCOC(=O)Nc1ccc2c(c1)N(C(=O)OC)c1ccccc1CC2 | i | 3 | -4% | 8% | 8% | 39% | 44% | 0% | 1
CC1(C)CC(=O)C2=C(C1)Oc1ncn(CCCO)c(=N)c1C2c1ccccc1 (stereo not drawn) | i | 3 | -4% | -3% | -4% | 15% | 14% | 9% | 0
CCOC(=O)C1=C(C)N=C2SCCC(=O)N2C1c1ccc(C(=O)OC)cc1 (stereo not drawn) | i | 0 | 1% | 2% | 0% | -12% | -11% | · | 15
CCOc1ccc(C(c2nnnn2Cc2ccccc2)N2CCN(C(=O)c3ccco3)CC2)cc1 (stereo not drawn) | i | 8 | 6% | 7% | -3% | -14% | -14% | 2% | 0 | PMK inhibit pilot replicates=4.5;MK inhibit pilot replicates=5.0;Spn DPM-DC inh pilot screen %=0.5
c1ccc(OCCOc2ncnc3ccccc23)cc1 | i | 0 | -1% | 13% | 1% | 0% | 3% | -3% | 10
Cc1nn(-c2cc(N3CCOCC3)ccc2N)c(=O)c2ccccc12 | i | 2 | · | · | 0% | · | · | · | 2
CN(C)C(=O)CSc1nnc2sc3ccccc3n12 | i | 0 | 17% | 17% | 2% | 13% | 5% | · | 13 | PMK inhibit pilot replicates=1.0;MK inhibit pilot replicates=0.0;Spn DPM-DC inh pilot screen %=0.0
COC(=O)c1ccc(Cn2cnc3c(cnn3-c3ccc(Cl)cc3)c2=O)o1 | i | 8 | · | · | -9% | · | · | 0% | 11
Cn1c2ccccc2c2ncn(Cc3ccco3)c(=O)c21 | i | 8 | -5% | 8% | -25% | 4% | 2% | 8% | 10
CCOC(=O)Cn1c(=O)oc2cc(S(=O)(=O)N3CCCc4ccccc43)ccc21 | i | 2 | -2% | 5% | -8% | 4% | 4% | -12% | 8
CCCn1c(SCC(=O)Nc2c(C)cccc2C)nnc1C(C)C | i | 14 | 2% | 0% | -17% | -15% | -6% | -5% | 4
COCCN1C(=O)c2ccc(C(=O)Nc3nccs3)cc2C1=O | i | 6 | -2% | 9% | 3% | -2% | 1% | 21% | 3
OC(c1ccccn1)c1c[nH]c2ccccc12 (stereo not drawn) | i | 0 | 1% | 14% | 5% | 3% | 10% | 7% | 10
CN1CCN(c2ccc(C(=O)c3ccc(F)cc3)cc2)CC1 | i | 6 | -2% | 4% | -4% | 27% | 7% | · | 1
O=S(=O)(NCCOC12CC3CC(CC(C3)C1)C2)c1cccc2nsnc12 | i | 7 | 0% | 17% | -6% | -6% | -3% | 0% | 0
CCOC(=O)N1CCN(C(=O)Cc2ccc(C)cc2)CC1 | i | 8 | -11% | 4% | 2% | -9% | 5% | 2% | 3
O=S(=O)(Nc1ccc(N2CCCCC2)cc1)c1cccs1 | i | 4 | -8% | 7% | -8% | -14% | -5% | 14% | 16
COc1ccc(C(C)(C)C)cc1NC(=O)C1CC=CCC1C(=O)O (stereo not drawn) | i | 5 | 4% | 3% | 6% | -4% | -11% | 13% | 0
